Growth percent in the NCI-60 one-dose screen (48 h, 10 µM unless noted): 100 = growth as untreated, 0 = no growth, -100 = all killed.
HOP-92 = HOP-92 NSCLC cells | 6.3% of 71,000 active
M14 = M14 melanoma; 6.2% of 80,000 active
MDA-MB-435 = MDA-MB-435 melanoma | AID 1794794 | 7.8% of 82,000 active
RPMI-8226 = RPMI-8226 leukemia cells; AID 1794781; 7.5% of 77,000 active
HOP-62 = HOP-62 NSCLC. AID 1794735. 3.9% of 80,000 active
CCRF-CEM = CCRF-CEM leukemia. 7% of 77,000 active. AID 1794778
EKVX = EKVX NSCLC; 3% of 71,000 active; AID 1794765
A549/ATCC = A549/ATCC NSCLC; 3.7% of 81,000 active
* hit, by the source's call; / = no result given; & = joins results of further samples. The calls were made as follows: active = growth percent below 10; inactive = the rest.

SMILES | HOP-92 | M14 | MDA-MB-435 | RPMI-8226 | HOP-62 | CCRF-CEM | EKVX | A549/ATCC
CCOC(=O)CC1CSC(N/N=C/c2ccc(Cl)cc2)=N1 (stereo not drawn) | 97.5 | 97.3 | 104.3 | 96.6 | 90.3 | 92.3 | 102.1 | 89.8
CN1C(CC(=O)c2ccccc2)CCCC1CC(O)c1ccccc1 (stereo not drawn) | 89.1 | 99.6 | 103.5 | 104.7 | 106.2 | 104.6 | 94.0 | 111.4
O=C(NN1C(=O)CSC1c1cccc(Br)c1)c1ccc(NC(=O)c2ccccn2)cc1 (stereo not drawn) | 119.0 | 102.1 | 96.4 | 91.3 | 93.0 | 99.4 | 80.7 | 84.4
COc1ccc(O)c(C(=O)CC(=O)c2cccnc2)c1 | 82.3 | 117.5 | 108.6 | 107.6 | / | 106.5 | 108.4 | /
CCSc1nnc(NC(=O)c2nnn(-c3ccccc3)c2-c2ccco2)s1 | 87.4 | 89.4 | 82.6 | 83.4 | 107.8 | 87.9 | 88.2 | 106.5
NCCC(=O)NO | 104.7 | 104.8 | 109.3 | 92.9 | 104.3 | 90.6 | 102.1 | 95.9
Cn1c(=O)c2c(nc3scc(CNc4cccc(C(F)(F)F)c4)n32)n(C)c1=O | 96.2 | 72.3 | 90.5 | 63.5 | 82.0 | 79.5 | / | 71.3
Cc1ccc(C2=Nn3c(NN)nnc3SC2)cc1 | 97.3 | 106.2 | 100.5 | 96.5 | 98.0 | 94.4 | 100.7 | 77.9
C#CCNC(=O)[C@]12CC[C@@H](C(=C)C)[C@@H]1[C@H]1CC[C@@H]3[C@@]4(C)Cc5c([nH]c6ccccc56)C(C)(C)[C@@H]4CC[C@@]3(C)[C@]1(C)CC2 | 86.8 | 78.6 | 88.9 | 70.5 | 104.2 | 76.5 | 77.6 | 88.3
O=C(c1ccccc1)c1c(-c2ccccc2)oc2c1CNC1C=C(Cl)C=CC21 (stereo not drawn) | 90.7 | 99.6 | 107.7 | 104.6 | 73.8 | 91.7 | 104.5 | 82.0
Cc1ccccc1C1CC(=O)c2ccccc2C1C (stereo not drawn) | / | 90.6 | 91.3 | 93.8 | 104.3 | 95.2 | 101.1 | 89.9
O=C1c2cc(F)ccc2Oc2cc([N+](=O)[O-])ccc2N1c1ccc(F)cc1F | 96.2 | 92.2 | 93.5 | 102.3 | 87.2 | 86.2 | 107.1 | 69.7
O=C(CC(CC(=O)c1ccccc1)c1ccccc1O)c1ccccc1 | 88.9 | 92.8 | 99.1 | 85.2 | 85.8 | 98.6 | 95.0 | 93.0
C/C(CC(C)C)=N/Nc1nc(C)cc(=O)[nH]1 | 108.2 | 107.2 | 105.5 | 111.5 | 104.3 | 104.9 | 102.2 | 102.2
CC(=O)Nc1cccc2c1Cc1cc([N+](=O)[O-])ccc1-2 | / | 98.6 | 98.1 | 100.3 | / | 72.8 | 42.2 | 91.0
CSC(=S)N/N=C/c1coc2ccccc2c1=O | 87.5 | 90.9 | 96.6 | 120.7 | 99.0 | 118.9 | 103.5 | 104.4
C#CCOc1ccc(C(Nc2ccc(Br)cc2)c2nnnn2C2CCCCC2)cc1OC (stereo not drawn) | 78.6 | / | 100.4 | 87.6 | 88.1 | 90.5 | 69.8 | 87.3
Cc1ccc(/C=C/C2=NN(c3ccc(Cl)cc3)C(c3ccc(C)o3)C2)o1 (stereo not drawn) | 92.7 | 99.7 | 103.3 | 92.6 | 98.4 | 95.3 | 100.3 | 89.8
COc1ccc(-c2cn3c(-c4ccc(OC)cc4)cnc3c(Oc3ccc4c(C)cc(=O)oc4c3)n2)cc1 | -13.6* | 38.6 | 37.2 | 63.7 | 40.9 | 93.2 | 50.2 | 16.5
O=C(CSc1nnc2n1S(=O)(=O)c1ccccc1N2c1ccccc1)Nc1nc2ccc(F)cc2s1 | 88.0 | 96.5 | 100.7 | 76.5 | 82.3 | 126.7 | 102.5 | 93.3
Cc1cc(C2(c3cc(C)c(OCC(O)CNc4c(C)n(C)n(-c5ccccc5)c4=O)cc3C(C)C)OC(=O)c3ccccc32)c(C(C)C)cc1OCC(O)CNc1c(C)n(C)n(-c2ccccc2)c1=O (stereo not drawn) | -9.8* | 29.2 | 12.5 | 24.4 | 52.0 | 12.3 | 16.3 | 22.4
CC(=O)Nc1ccc2c(c1)[nH]c(=O)c1ccccc12 | / | 97.7 | 99.8 | / | / | 93.7 | 82.9 | 89.3
CC1(C)C(=O)/C(=C\c2cccnc2)C[C@]2(C)[C@H]3CC[C@@H]4[C@@H](C(=O)/C=C/c5ccncc5)CC[C@@]4(C)[C@]3(C)CC[C@@H]12 | 16.1 | -13.0* | -11.4* | -7.2* | 2.1* | 8.7* | 50.4 | 2.0*
COc1ccc(NC(=O)NNC(=O)c2ccncc2)cc1 | 102.9 | 120.0 | 92.5 | 112.3 | 104.6 | 112.1 | 94.2 | 109.4
C=C(c1ccc(OC)c(N)c1)c1cc(C)nc2ccccc12 | 53.8 | 16.0 | -48.9* | 10.9 | 30.9 | 5.2* | 21.5 | 19.9
Fc1cccc(-c2nnc3c4[nH]ccc4ncn23)c1 | / | 98.7 | 99.3 | 96.2 | 98.2 | 101.6 | 82.1 | 95.7
c1ccc(Nc2ncc3c(n2)-c2cccn2CC3)cc1 | 77.4 | 91.7 | 105.3 | 97.0 | / | 102.3 | 66.2 | 113.4
O=C1c2cccc3c(N4CCN(c5ccccc5)CC4)ccc(c23)C(=O)N1c1cccc(-c2nn(-c3ccccc3)cc2-c2nc3ccccc3s2)c1 | 120.1 | 103.7 | 106.0 | 95.9 | 110.4 | 98.8 | 86.6 | 113.5
COC1=C(Nc2cccc(C)c2C)C(=O)C(OC)=C(Nc2cccc(C)c2C)C1=O | 84.0 | 100.8 | 102.0 | 91.3 | 93.6 | 90.7 | / | 101.2
O=C1Nc2ccccc2/C1=N\c1nnc(-c2ccccc2)o1 | 72.2 | 95.9 | 101.8 | 100.7 | 82.6 | 96.2 | 67.9 | 102.6
COc1ccc(N2CSC(=S)N(c3ccc(OC)cc3)C2)cc1 | 73.5 | 84.7 | 88.0 | 74.1 | 135.0 | 65.8 | 84.7 | 85.6
Cc1ccccc1NC(N)=O | / | 101.3 | 109.1 | 93.1 | 109.1 | 96.4 | / | 98.5
CCN(CC)C(=S)SC(SC(=S)N(CC)CC)C(=O)c1nnn(-c2ccc([N+](=O)[O-])cc2)c1C | 89.5 | 96.9 | 100.6 | 90.8 | 97.3 | 68.3 | 97.2 | 95.9
O=c1[nH]cnc2ccc([N+](=O)[O-])cc12 | 118.0 | 98.7 | 101.8 | 99.0 | 106.8 | 107.9 | 101.3 | 98.0
COc1ccc2nc3cc(Cl)ccc3c(NCCCNCCC(C)O)c2c1 (stereo not drawn) | -23.7* | -82.0* | -86.3* | -19.8* | -8.2* | -24.0* | -7.4* | -17.6*
CCc1ccc(NC(=O)N[C@@H](Cc2cc(F)cc(F)c2)C(=O)N[C@@H]2C(=O)N3CCC[C@H]3C(=O)N3CCO[C@H](C)[C@H]3C(=O)N[C@@H](CO)C(=O)N3C[C@H](C)C[C@H]3C(=O)O[C@H]2C)c(F)c1 | -1.8* | 24.0 | 20.3 | 17.0 | 32.6 | 35.0 | 28.4 | 26.9
N#Cc1ccc2c(c1)C(=O)c1c-2n(CCCN)c(=O)c2cc([N+](=O)[O-])ccc12 | -2.3* | -100.0* | -86.3* | -45.5* | -89.5* | -72.6* | -88.0* | -100.0*
CC1CCCCN1 (stereo not drawn) | 78.8&104.2 | 87.9 | 125.0&111.1 | 92.1&109.3 | 81.5&97.8 | 95.8&102.5 | 130.8&120.5 | 104.6&108.7
CN(/N=C/c1ccccc1O)C(=O)c1ccccc1N | 102.7 | 99.2 | 106.2 | 92.6 | 100.0 | 93.4 | / | 94.0
CCCCCCCC/C=C/CCCCCCCC1=NC(C)(C)CN1C(C)C | / | -75.3* | -58.3* | / | -79.6* | -43.4* | 10.6 | 15.7
CN(C)CCCC(=O)Nc1ccc(Cn2nnc3c2C(=O)c2nnn(Cc4ccc(NC(=O)CCCN(C)C)cc4)c2C3=O)cc1 | 116.0 | 85.8 | -83.7* | 76.1 | 83.2 | 16.8 | / | 91.9
O=C(Nc1cccc(Cl)c1)c1ccccc1 | 107.2 | 115.1 | 107.3 | 99.8 | 109.9 | 105.6 | 112.0 | 92.4
C=C(C)[C@@H]1CC[C@]2(C(=O)OC)CC[C@]3(C)[C@H](CC[C@@H]4[C@@](C)(CC/C(N)=N/O)[C@H](C(=C)C)CC[C@]43C)[C@@H]12 | 101.6 | 99.1 | 101.3 | 93.0 | 103.1 | 107.2 | 97.0 | 91.8
COc1ccccc1C1SCC(=O)N1NC(=O)c1ccc(C)nc1 (stereo not drawn) | 83.3 | 90.8 | 98.9 | 85.8 | 94.5 | 98.1 | 92.2 | 89.8
Nc1nc2ccc([N+](=O)[O-])cc2s1 | 83.7 | 111.2 | 106.0 | 97.4 | 109.4 | 87.4 | 91.6 | 72.0
Cc1cc(=O)[nH]c(N/N=C/C(C)C)n1 | 92.2 | / | 99.6 | 98.7 | 97.1 | 92.9 | 88.9 | 98.3
COc1cc(C(=O)c2ccc3c(c2)OCO3)cc(OC)c1OC | 62.8&37.9 | 19.9&21.0 | -21.3* | 34.0&29.6 | 41.6&38.8 | 19.5 | 61.5&55.7 | 34.9&33.9
Cc1cc2nc(CS)[nH]c2cc1C | 88.9 | 89.9 | 90.9 | 28.7 | 92.7 | 55.0 | 84.8 | 94.2
CCOc1ccccc1-c1cc(-c2ccc(C)s2)c(C#N)c(=O)[nH]1 | 84.8 | 74.7 | 21.0 | 81.2 | 69.0 | 72.3 | 82.2 | 70.9
CS(=O)(=O)c1ccc(-c2nc3ccccn3c2C=Nc2ccc(Cl)cc2)cc1 | 98.5 | 43.8 | 56.7 | 77.1 | 82.8 | 61.8 | 100.1 | 72.1
CSc1nc(C)c(Br)c(Sc2nc(N)nc3nc[nH]c23)n1 | 81.2 | 66.0 | 87.1 | 55.6 | 68.5 | 70.5 | 83.1 | 105.8
CC(Cc1ccccc1)N(N)C(C)Cc1ccccc1 (stereo not drawn) | 99.5 | 103.3 | 111.0 | 89.3 | 94.2 | 88.5 | 107.9 | 104.4
CCSC(NC(=O)c1ccccc1)=C(C#N)C#N | 73.8 | 102.4 | 98.0 | 97.4 | 85.0 | 100.3 | 81.6 | 96.7
CCN(CC)C(=O)c1c(C)[nH]c(/C=C/C(=O)c2ccc(C(F)(F)F)c(F)c2)c1C | 97.6 | 92.7 | 101.2 | 79.7 | 89.7 | 94.4 | 93.7 | 90.7
CCOC(=O)c1cnn2c(-c3ccccc3)nc(SCC)nc12 | 82.2 | 103.5 | 96.4 | / | 86.6 | 97.6 | 78.8 | 87.2
Cc1ccc(NC(=O)c2ccc(CN3CCC(C)CC3)c(C(F)(F)F)c2)cc1Oc1ccc(-c2[nH]nc3ncnc(N)c23)cc1 | 115.9 | / | 80.2 | 82.5 | 115.5 | 89.1 | 109.2 | 102.9
CCc1ccc(-c2cc(-c3ccccc3)n(-c3ccc(S(N)(=O)=O)cc3)n2)cc1 | 106.1 | 121.1 | 99.1 | 108.2 | 111.4 | 87.7 | 100.1 | 77.7
Cc1ccc(NC2CNC(=O)NC2=O)cc1C (stereo not drawn) | 101.8 | 114.3 | 109.4 | 108.6 | 109.8 | 94.2 | 100.4 | 98.2
CC1=C/C(O)CC(=O)Cc2nc(co2)C(=O)N2CCC=C2C(=O)OC(C(C)C)C(C)/C=C\C(=O)NC/C=C\1 (stereo not drawn) | 88.7 | 15.4 | 81.2 | 60.7 | / | 37.0 | 90.2 | 83.0

6 structures already listed, sorted by length of the SMILES, highest first:
SMILES | HOP-92 | M14 | MDA-MB-435 | RPMI-8226 | HOP-62 | CCRF-CEM | EKVX | A549/ATCC
Cc1ccc(NC(=O)c2ccc(CN3CCC(C)CC3)c(C(F)(F)F)c2)cc1Oc1ccc(-c2[nH]nc3ncnc(N)c23)cc1 | 115.9 | / | 80.2 | 82.5 | 115.5 | 89.1 | 109.2 | 102.9
CCN(CC)C(=O)c1c(C)[nH]c(/C=C/C(=O)c2ccc(C(F)(F)F)c(F)c2)c1C | 97.6 | 92.7 | 101.2 | 79.7 | 89.7 | 94.4 | 93.7 | 90.7
CCc1ccc(-c2cc(-c3ccccc3)n(-c3ccc(S(N)(=O)=O)cc3)n2)cc1 | 106.1 | 121.1 | 99.1 | 108.2 | 111.4 | 87.7 | 100.1 | 77.7
COc1cc(C(=O)c2ccc3c(c2)OCO3)cc(OC)c1OC | 62.8&37.9 | 19.9&21.0 | -21.3* | 34.0&29.6 | 41.6&38.8 | 19.5 | 61.5&55.7 | 34.9&33.9
Cc1ccc(NC2CNC(=O)NC2=O)cc1C (stereo not drawn) | 101.8 | 114.3 | 109.4 | 108.6 | 109.8 | 94.2 | 100.4 | 98.2
Cc1cc2nc(CS)[nH]c2cc1C | 88.9 | 89.9 | 90.9 | 28.7 | 92.7 | 55.0 | 84.8 | 94.2
